Screening data as filed in PubChem BioAssay.
A3G deaminase – APOBEC3G (human) deaminase inhibition; Q9HC16; AID 493012; inhibition, % at 20 µM; 330,000 compounds, 0.28% hits; recombinant A3G, ssDNA deamination FAM/TAMRA fluorescence;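 active = inhibition of at least 40% at 20 µM, with no more than 30% in the related APOBEC3A deaminase screen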;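 also: plate controls were DMSO wells with A3G for no effect and wells lacking A3G enzyme for full effect; some compounds called inactive have numbers as strong as hits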
Target sequence (Q9HC16 whole entry, looked up): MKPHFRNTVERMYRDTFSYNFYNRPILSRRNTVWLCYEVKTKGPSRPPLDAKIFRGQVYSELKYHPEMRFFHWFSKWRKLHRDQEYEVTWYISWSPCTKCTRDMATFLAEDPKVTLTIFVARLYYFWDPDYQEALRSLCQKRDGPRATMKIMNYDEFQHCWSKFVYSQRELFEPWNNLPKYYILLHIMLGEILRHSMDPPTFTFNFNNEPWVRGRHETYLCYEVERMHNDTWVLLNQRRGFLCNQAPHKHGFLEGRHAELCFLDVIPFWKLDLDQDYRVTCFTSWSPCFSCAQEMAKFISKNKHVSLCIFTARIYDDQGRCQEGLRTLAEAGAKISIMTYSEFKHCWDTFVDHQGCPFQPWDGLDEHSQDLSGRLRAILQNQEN
CXCR6 block – CXCR6 (human) receptor inhibition; 360,000 compounds, 0.36% hits; CHO-K1 PathHunter CXCR6 beta-arrestin, luminescence; inhibition, % at 20 µM; in the data active = inhibition above about 34%, passing the limit was not always enough;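 also: antagonist mode with CXCL16 agonist at 10 nM final; 0% = 10 nM CXCL16 with DMSO and 100% = unstimulated wells without agonist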
APOBEC3A inh – blocks human APOBEC3A ssDNA deamination. P31941. recombinant A3A, FAM/TAMRA ssDNA deamination fluorescence. inhibition, % at 20 µM. 330,000 compounds, 0.41% hits. AID 493011;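 active = at least 40% inhibition at 20 µM here, with at most 30% in a related deaminase screen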;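 also: plate controls were A3A with DMSO for no effect and wells lacking A3A enzyme for full effect; some results filed as inactive read as strong as hits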
Target sequence (P31941 whole entry, looked up): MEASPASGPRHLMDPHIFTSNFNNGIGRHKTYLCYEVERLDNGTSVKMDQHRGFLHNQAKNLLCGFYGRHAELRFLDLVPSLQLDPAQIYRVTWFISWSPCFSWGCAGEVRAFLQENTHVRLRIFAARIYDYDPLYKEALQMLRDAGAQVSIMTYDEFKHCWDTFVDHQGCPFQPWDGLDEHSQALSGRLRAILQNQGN
Gli-Sufu antag – blocks Gli-Sufu signaling in a luciferase reporter; Sufu-KO-LIGHT fibroblasts, Gli luciferase reporter luminescence; inhibition, % at 5 µM; 340,000 compounds, 0.74% hits; AID 588413;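 active = inhibition above about 55%, limit read from the data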;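 also: 0% = DMSO-treated cells and 100% = wells with medium but no cells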
NR3A LBD binder – modulators (binders) of human NR3A ligand-binding domain. AID 1259313. 340,000 compounds, 2.5% hits. Tm shift relative to glycine control, % at 25 µM. NR3A LBD differential scanning fluorimetry, Tm shift; 0% = protein alone, 100% = glycine-bound protein;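 active = melting temperature shift of at least 10% of the positive control shift, at one fixed dose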
MPTP block – permeability transition pore inhibition; 360,000 compounds, 1.4% hits; inhibition, % at 10 µM; isolated mouse mitochondria, Ca2+ swelling absorbance, 30 min;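 active = inhibition of 50% or more, scaled per plate between neutral and stimulator controls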;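 also: 0% = DMSO wells given calcium and 100% = 1 mM EGTA wells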
EBI2 block – antagonists of human EBI2 receptor. P32249. EBI2 beta-arrestin recruitment, luminescence, 7a,25-OHC stimulated. inhibition, % at 5 µM. 360,000 compounds, 0.81% hits; in the data active = inhibition above about 38%;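 also: enzyme fragment complementation signal reports receptor beta-arrestin coupling in cells; 0% = agonist plus DMSO wells and 100% = wells without agonist; some results beyond the cut were filed as inactive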
Target sequence (P32249 whole entry, looked up, the tested form may be a part): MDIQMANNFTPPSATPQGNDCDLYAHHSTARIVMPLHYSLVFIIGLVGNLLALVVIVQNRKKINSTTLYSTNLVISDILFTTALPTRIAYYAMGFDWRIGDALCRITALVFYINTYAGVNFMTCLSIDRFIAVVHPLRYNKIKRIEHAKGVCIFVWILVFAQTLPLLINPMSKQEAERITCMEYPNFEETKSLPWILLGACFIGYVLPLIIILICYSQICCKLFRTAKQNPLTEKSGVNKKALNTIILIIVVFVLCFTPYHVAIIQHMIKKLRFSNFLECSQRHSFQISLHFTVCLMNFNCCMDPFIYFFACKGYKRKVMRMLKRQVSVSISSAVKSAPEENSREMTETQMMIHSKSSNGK
CCR6 antag – CCR6 (human) receptor antagonism | P51684 | CHO-K1 CCR6 PathHunter beta-arrestin, luminescence, CCL20-stimulated | inhibition, % at 20 µM | 340,000 compounds, 0.49% hits | AID 493098;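 active = compounds whose inhibition of the agonist-driven luminescence signal at 20 µM reaches about 50%, limit read from the data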;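 also: cells stimulated with CCL20 at 14 nM final; plate controls were DMSO with CCL20 for no effect and DMSO without agonist for full effect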
* hit, by the source's call; nt = no result given.

SMILES | A3G deaminase | CXCR6 block | APOBEC3A inh | Gli-Sufu antag | NR3A LBD binder | MPTP block | EBI2 block | CCR6 antag
Cc1ccc(C)c(C(=O)NC2CC(C)(C)NC(C)(C)C2)c1 | -3.6 | 9.3 | 0.5 | -4.6 | -2.2 | -0.9 | -1.7 | -14.3
C=CC[C@@H](CC(=O)N[C@@H](CO)Cc1ccccc1)C(=O)N[C@H](COC(=O)[C@@H](CC=C)Cc1ccc(F)cc1)Cc1c[nH]c2ccccc12 | -8.0 | -0.8 | -1.2 | 1.1 | -2.1 | 2.8 | 5.6 | 10.8
Cc1cccc(C)c1NC(=O)c1cc(S(=O)(=O)N2CCOCC2)ccc1F | 0.6 | 5.2 | 3.9 | -13.1 | -2.0 | -3.1 | -8.0 | -9.2
COc1ccc(NC(=O)Nc2nc(C)cc(C)n2)c(OC)c1 | -5.9 | -11.1 | 1.8 | 11.7 | 2.2 | 5.4 | -3.3 | 10.9
CC(=O)c1ccc(NC(=O)Nc2ccc([N+](=O)[O-])cc2)cc1 | -4.2 | 0.9 | -0.1 | -1.6 | -0.5 | -5.8 | -17.9 | -5.0
CC[C@@]1(C(=O)OC)N[C@H](CN(C)C(=O)NC(C)C)[C@@H]2C(=O)N(Cc3ccccc3)C(=O)[C@@H]21 | -7.0 | -5.6 | -3.2 | -12.3 | -1.0 | -0.4 | -4.8 | -12.8
CCCOc1ccc(CNC(=S)Nc2ccccc2)cc1Cl | -0.7 | -4.2 | -1.9 | 7.4 | 18.3* | 44.4 | -0.5 | 10.9
Cc1ccc2cc(CN(C(=O)c3ccco3)c3ccccc3C)c(=O)[nH]c2c1 | -0.4 | -6.7 | 7.3 | -6.5 | 1.2 | -1.7 | -4.4 | 14.6
CC(=O)Nc1ccc(NC(=O)COC(=O)c2ccccn2)cc1 | 4.1 | -1.9 | 6.8 | -4.2 | -0.6 | -4.0 | -0.1 | 1.6
COc1ccc(NC(=O)C2=CC=CN3CCS(=O)(=O)N=C23)c(OC)c1 | -3.9 | -1.1 | -0.9 | 3.2 | 1.6 | -0.3 | -12.8 | 8.8
Nc1nnnn1CC(=O)N/N=C/C=C/c1ccccc1 | -7.2 | 1.8 | -3.5 | -3.0 | -1.0 | -0.4 | -7.9 | -0.8
O=C(c1ccc(F)cc1)N1CCN(c2cnn(-c3ccccc3)c(=O)c2Cl)CC1 | -5.1 | -0.7 | -1.1 | -4.0 | -2.0 | 1.7 | 1.9 | -0.7
COc1cc(C(=O)NCC2(N(C)C)CCCCC2)ccc1OCc1ccccc1 | -6.1 | 6.5 | -2.8 | 28.0 | -0.5 | 1.7 | -10.1 | 7.4
CCC1(c2ccccc2)SCC(c2ccccc2)=NC1=O (centres undefined) | nt | 10.2 | nt | 3.7 | 0.8 | -0.2 | 12.4 | 18.7
COc1ccc(/C(C)=N/NC(=O)c2ccccc2OCc2ccccc2)c(OC)c1 | -4.9 | 5.7 | -2.1 | -17.9 | -2.8 | -0.6 | 11.1 | 23.9

Pulled by structure from the entries so far (two):
SMILES | A3G deaminase | CXCR6 block | APOBEC3A inh | Gli-Sufu antag | NR3A LBD binder | MPTP block | EBI2 block | CCR6 antag
CC[C@@]1(C(=O)OC)N[C@H](CN(C)C(=O)NC(C)C)[C@@H]2C(=O)N(Cc3ccccc3)C(=O)[C@@H]21 | -7.0 | -5.6 | -3.2 | -12.3 | -1.0 | -0.4 | -4.8 | -12.8
COc1cc(C(=O)NCC2(N(C)C)CCCCC2)ccc1OCc1ccccc1 | -6.1 | 6.5 | -2.8 | 28.0 | -0.5 | 1.7 | -10.1 | 7.4

Next compounds follow.
SMILES | A3G deaminase | CXCR6 block | APOBEC3A inh | Gli-Sufu antag | NR3A LBD binder | MPTP block | EBI2 block | CCR6 antag
CCOC(=O)C(=O)Nc1cc([N+](=O)[O-])ccc1C | 2.4 | -1.9 | 2.4 | -2.3 | -4.2 | 0.4 | -1.8 | 6.2
CCNC(=S)NN(c1ccccc1)c1ccccc1 | -1.6 | 5.4 | 0.9 | 7.4 | -2.5 | 0.4 | -3.8 | -3.5
CN(CCOC(=O)c1ccc2c(c1)OCCO2)C(C)(C)C | -4.4 | -2.2 | -1.4 | -4.3 | -9.6 | 2.9 | -9.8 | -11.0
O=C(COC(=O)c1cccc(S(=O)(=O)NCc2ccccc2)c1)c1ccc2c(c1)OCCO2 | -3.2 | -5.0 | 1.7 | -8.6 | -27.2 | 5.1 | 16.3 | 12.6
COc1ccc(C(=O)Oc2ccc(/C=N/O)cc2)cc1 | -6.5 | 11.1 | -4.4 | 3.4 | 2.2 | 1.3 | -4.1 | 9.4
C=CCNc1ncnc2sc(SC)nc12 | -2.3 | 8.2 | 2.8 | 0.7 | -6.6 | -0.3 | 2.5 | -5.4
CC(C)C1CC(c2ccccc2)(C(CN)CO)CCO1 (centres undefined) | -5.0 | 2.5 | -2.6 | -3.7 | -1.9 | 0.2 | -5.0 | 9.5
O=C(c1cc(COc2cccc(C(F)(F)F)c2)on1)N1CCC(Oc2cccnc2)CC1 | -2.4 | 3.5 | -1.1 | 32.5 | 1.3 | 59.7* | 9.3 | 27.7
CS(=O)(=O)NCc1nnc(SCc2ccc(C(F)(F)F)cc2)o1 | 0.1 | -0.8 | 1.1 | -16.9 | -0.4 | -0.3 | 2.6 | 4.5
CCOc1ccc(NC(=O)CC(NC(C)=O)c2ccccc2)cc1S(=O)(=O)N1CCCC1 (centres undefined) | -3.5 | 0.6 | 3.5 | -3.4 | 0.1 | 0.4 | -0.4 | 11.6
COc1cc(=O)[nH]c(SCC(=O)Nc2nc3c(s2)CCCC3)n1 | -5.5 | 1.1 | -0.8 | -27.7 | 1.8 | 0.7 | -6.5 | -3.2
Nc1ccccc1C(=O)NC12CC3CC(CC(C3)C1)C2 | 0.9 | 4.4 | -6.9 | 1.4 | 1.6 | 0.0 | -8.6 | 5.6
CCOc1oc(-c2ccc(OC)cc2)nc1C(F)(F)F | 0.0 | -7.7 | 5.0 | 9.7 | 1.6 | 3.4 | 0.6 | 9.1
N/C(=N/O)C(c1ccccc1)c1ccccc1 | -3.4 | 7.7 | 0.5 | -9.6 | -1.5 | 1.5 | -1.0 | -3.2
CCC(C)(C)NC(=O)/C=C/c1ccccc1[N+](=O)[O-] | -1.3 | 4.2 | 0.0 | nt | -1.2 | 0.4 | -1.2 | 6.0

Next part; the last 5 above are carried over.
SMILES | A3G deaminase | CXCR6 block | APOBEC3A inh | Gli-Sufu antag | NR3A LBD binder | MPTP block | EBI2 block | CCR6 antag
COc1cc(=O)[nH]c(SCC(=O)Nc2nc3c(s2)CCCC3)n1 | -5.5 | 1.1 | -0.8 | -27.7 | 1.8 | 0.7 | -6.5 | -3.2
Nc1ccccc1C(=O)NC12CC3CC(CC(C3)C1)C2 | 0.9 | 4.4 | -6.9 | 1.4 | 1.6 | 0.0 | -8.6 | 5.6
CCOc1oc(-c2ccc(OC)cc2)nc1C(F)(F)F | 0.0 | -7.7 | 5.0 | 9.7 | 1.6 | 3.4 | 0.6 | 9.1
N/C(=N/O)C(c1ccccc1)c1ccccc1 | -3.4 | 7.7 | 0.5 | -9.6 | -1.5 | 1.5 | -1.0 | -3.2
CCC(C)(C)NC(=O)/C=C/c1ccccc1[N+](=O)[O-] | -1.3 | 4.2 | 0.0 | nt | -1.2 | 0.4 | -1.2 | 6.0
CN(C)CCNc1ncnc2oc(-c3ccccc3)c(-c3ccccc3)c12 | -8.7 | 11.9 | -6.0 | 12.6 | -2.5 | -0.2 | 5.4 | 13.3
Cc1cc(=O)n2[nH]c(C)c(-c3ccccc3)c2n1 | -9.6 | -8.3 | -6.2 | -2.3 | 1.8 | -0.1 | -9.1 | -5.1
CN(c1ccccc1)c1nc(N2CCCC2)nc(-n2ccnc2)n1 | -2.4 | 9.4 | -0.9 | -4.6 | 3.2 | 2.3 | 31.9 | 22.4
O=c1ccn(-c2cccc(C(F)(F)F)c2)nc1-c1ccn(-c2cccc(Cl)c2)n1 | -4.4 | 2.2 | -3.4 | -42.5 | -5.4 | -1.8 | 8.8 | -11.3
COc1ccccc1N1CCN(S(=O)(=O)c2ccc(Cl)s2)CC1 | -1.9 | -7.0 | -3.9 | 6.9 | -2.2 | 1.2 | -0.9 | 16.3
O=C(CCC1CCCN(C(=O)c2ccoc2)C1)NCc1ccc(F)c(F)c1 (centres undefined) | -5.4 | 2.8 | 4.3 | 7.3 | 0.1 | -1.7 | -8.8 | -8.2
CN(Cc1c(F)cccc1Cl)C(=O)CNC(=O)c1ccc2c(c1)OCO2 | -12.5 | 1.7 | -0.4 | -22.8 | 0.9 | -0.2 | -7.0 | 12.3
CCOC(=O)Cc1[nH]nc2c1C(c1cccc(OC)c1OC)C(C#N)=C(N)O2 (centres undefined) | -2.0 | -4.9 | 0.1 | 2.7 | 2.6 | -1.4 | -5.5 | 0.1
O=C(O)C1C2C=CC(C2)C1C(=O)N1CCN(C/C=C/c2ccccc2)CC1 (centres undefined) | 0.5 | -0.1 | 46.9* | 14.6 | 0.2 | 0.8 | 13.0 | -3.3
Cc1ccc([N+](=O)[O-])cc1S(=O)(=O)Nc1cccc(-c2ccc(N3CCCC3)nn2)c1 | -3.8 | 3.7 | 1.8 | -10.2 | 11.7* | 0.8 | 3.5 | 7.8
O=C(Cc1ccc(F)cc1)N/N=C/c1ccccn1 | -1.2 | 2.0 | -0.2 | -19.8 | -2.3 | 0.9 | 1.3 | -2.3
CN(C(=O)c1cc2c(s1)-c1ccccc1S(=O)(=O)C2)c1ccccc1F | -5.3 | -1.1 | -1.9 | -13.7 | -3.5 | 0.7 | -3.0 | 11.3
O=S(=O)(Nc1ccc2c(c1)nc1n2CCN(Cc2ccccc2)C1)c1ccc(Cl)cc1 | 13.3 | -6.6 | 1.5 | 0.7 | -0.4 | 1.9 | 4.0 | -2.5
CC(C)(C)c1cc(NC(=O)CCSc2nnc3ccccn23)cc(C(C)(C)C)c1 | -5.4 | 11.5 | -4.8 | -5.6 | -14.9 | 17.1 | 6.8 | 13.8
O=C(COc1coc(CN2CCCc3ccccc32)cc1=O)Nc1ccccc1 | -9.7 | -0.3 | -0.3 | -13.7 | -0.3 | 0.2 | -6.1 | -2.0
Cc1ccccc1-c1ccc(C(=O)Nc2cccc(F)c2)o1 | -5.4 | 2.1 | 0.9 | -13.4 | -5.2 | 4.1 | 5.3 | 10.9
Cc1cnc(N2C(=O)c3ccc([N+](=O)[O-])cc3C2=O)s1 | -1.7 | -9.3 | -2.1 | -6.0 | -0.6 | -0.5 | -2.3 | -8.4
Cc1ccccc1Nc1ncnc2c1cnn2C | -3.8 | -1.8 | -2.0 | 3.9 | 1.5 | 2.4 | -12.6 | 8.4
Cc1ccc(C(=O)NCC(=O)OCC(=O)Nc2ccc(Cl)cn2)cc1 | -4.1 | -6.6 | -1.2 | 2.7 | 0.9 | 0.0 | 7.4 | -10.4
COc1ccc(OC)c(N(CC(=O)NCc2cccnc2)S(C)(=O)=O)c1 | -2.1 | 10.4 | -2.1 | -11.8 | -0.7 | 19.0 | -8.3 | -13.5
Cc1cccc(NC(=S)NNc2ncc(C(F)(F)F)cc2Cl)c1 | -4.0 | 52.3* | 1.4 | 3.3 | -0.9 | 24.5 | 22.0 | 90.6*
Cc1cc(C)cc(OCC(=O)N2CCc3ccccc3C2)c1 | -2.0 | 0.5 | -5.8 | -4.4 | 0.5 | 0.9 | 10.0 | 4.6
COc1ccc(NC(=O)c2cc(-c3ccc(C)o3)nc3ccccc23)cc1 | 13.6 | 3.8 | 9.6 | -6.5 | 3.7 | 4.1 | -0.5 | 4.8
Nc1nnc(CCS(=O)(=O)c2cc(Cl)ccc2Cl)s1 | -5.4 | -1.8 | -19.8 | 5.7 | -0.3 | -3.1 | -10.1 | 2.0
COc1ccccc1NC(=O)c1ccc(NC(=O)COC(=O)c2ccc(O)cc2)cc1 | -8.3 | -4.1 | -3.0 | -4.4 | 2.6 | -2.2 | 3.3 | 5.6
Nc1c(Cl)c(Cl)nc(C(=O)OCC(=O)NCc2ccccc2)c1Cl | -4.7 | -3.8 | 0.9 | -5.8 | 0.6 | -0.5 | -12.2 | 1.3
